Assay outcomes: PubChem BioAssay, several laboratories
INS promoter inh – TRM-6 insulin promoter activity inhibition; TRM-6 cells (human fetal islet line), insulin promoter-eGFP reporter, imaging; reporter expression induced with tamoxifen; inhibition, % at 2 µM; hit rate 0.9% among 130,000; AID 1273;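 active means inhibition above the mean plus 3 SD, with well images judged a real hit on visual review, cut at about 60% in these data, passing the limit was not always enough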
sdo1 growth – sdo1-depleted yeast growth rescue; S. cerevisiae sdo1-depleted JHY4D growth rescue, OD600 30 h; stronger effect = higher value; pdr5 snq2 efflux-pump mutant strain; z-score at 10 µM; hit rate 0.21% among 140,000;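 active means z-score above 3 at both the 24 hr and the 30 hr optical density reads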;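 further: z-score against mean and SD of all compound wells on the same plate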
sdo1 growth Rescue 24 h – further read-out of sdo1 growth, marked with its call; z-score; S. cerevisiae sdo1-depleted JHY4D growth rescue, OD600; measured here: growth rescue at 24 h;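 0 is the plate mean of compound wells and units are plate SD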
Active calls of the source: *; i = inactive; . = no result given; [ ] = remark or other dose.

SMILES | INS promoter inh | sdo1 growth | sdo1 growth Rescue 24 h
NC(=O)CC[C@H](NC(=O)OCc1ccccc1)C(=O)OCc1ccc(Cl)cc1 | -22 | 1.4 | 0.29
CC(C)CC(=O)c1c[nH]c(C(=O)NCCc2ccccn2)c1 | . | 0.17 | -0.34
C[C@]1(C(=O)NCCc2c[nH]c3ccccc23)C=C[C@@H](Cc2ccccc2)N1C(=O)c1ccccc1 | -76 | -0.38 | -1.1
COc1ccc2[nH]c(-c3ccc(C)cc3)cc(=O)c2c1 | -38 | 0.32 | -0.41
N#CCCn1c(Cl)nc2ccccc21 | 31 | -0.45 | -0.76
COc1ccccc1-n1c(CNC(=O)c2ccco2)nnc1SCC(=O)Nc1nccs1 | . | 0.67 | 0.47
Cc1nc([N+](=O)[O-])c(NCCCO)n1Cc1ccccc1 | 50 | . | .
Cc1ccc(NC(=S)N(CCN2CCOCC2)Cc2ccccc2F)cc1Cl | -92 | . | .
CC(=O)Nc1ccc(C(=O)N2CCN(C(=O)c3ccco3)CC2)cc1 | 48 | 0.95 | 1.3
COc1ccc(C(=O)N=c2c(C#N)cc3c(=O)n4cccc(C)c4nc3n2Cc2ccco2)cc1 | -22 | -0.83 | 0.44
O=[N+]([O-])c1ccc(N2CCN(CC(O)COc3ccccc3)CC2)cc1 (stereo not given) | 57 | . | .
CCC(C(=O)OCC(=O)Nc1c(Cl)cc(Cl)cc1Cl)c1ccccc1 (stereo not given) | . | -1.1 | -1
O=C(CCCn1c(=S)[nH]c2cc3c(cc2c1=O)OCO3)N1CCN(c2ccccc2)CC1 | 12 | 0.48 | 0.58
O=C1CC(Cc2ccccc2)C(=O)N1CCCn1ccnc1 (stereo not given) | 42 | 1 | 1.3
O=C(O)CCN(Cc1ccccc1)S(=O)(=O)c1ccccc1Cl | -65 | . | .
OC(CN1CCOCC1)Cn1c(-c2cccc(Cl)c2)nc2ccccc21 (stereo not given) | -41 | 0.59 | 0.14
CCOC(=O)C(=NC(C)CC)NNc1ccc(Br)cc1 (stereo not given) | 25 | -1.9 | -1.1
CC(C)(C)NC(=O)c1cc(Cl)ccc1[N+](=O)[O-] | . | 0.17 | -0.57
CCn1c(C)c(C(C)=O)c(N2CCN(c3ccc(F)cc3)CC2)nc1=S | -443 | 0.81 | 0.53
COc1ccc(-c2cc(-c3cccs3)c(C#N)c(SCC(=O)NCc3ccccc3OC)n2)cc1 | 5 | -0.93 | -0.02

Next section, overlapping the part above by four compounds.
SMILES | INS promoter inh | sdo1 growth | sdo1 growth Rescue 24 h
CCOC(=O)C(=NC(C)CC)NNc1ccc(Br)cc1 (stereo not given) | 25 | -1.9 | -1.1
CC(C)(C)NC(=O)c1cc(Cl)ccc1[N+](=O)[O-] | . | 0.17 | -0.57
CCn1c(C)c(C(C)=O)c(N2CCN(c3ccc(F)cc3)CC2)nc1=S | -443 | 0.81 | 0.53
COc1ccc(-c2cc(-c3cccs3)c(C#N)c(SCC(=O)NCc3ccccc3OC)n2)cc1 | 5 | -0.93 | -0.02
O=C(COC(=O)C12CC3CC(CC(C3)C1)C2)NCc1ccco1 | -52 | 0.01 | 0.55
COc1cc2nc(C3CCC3)n(NC(=O)C3CCC(OC)CC3)c(=O)c2cc1OC (stereo not given) | -10 | -0.19 | -0.77
COc1ccc(C(=O)NC(=S)Nc2cccc(NC(=O)c3ccco3)c2)cc1[N+](=O)[O-] | . | 0.08 | 0.86
COC(=O)c1ccccc1NC(=O)CC(NCc1ccccc1)C(=O)O (stereo not given) | 10 | . | .
O=C(Oc1nsnc1N1CCOCC1)N(c1ccccc1)c1ccccc1 | . | -0.8 | -0.71
CCc1nc2oc3ccccc3c(=O)c2c(=O)n1CCOC | -15 | 0.89 | 0.84
Cc1noc(C)c1COC(=O)Cc1ccc(Cl)cc1 | 18 | 0.29 | 0.57
CCN1CCN(CNC(=O)c2cnccn2)CC1 | . | 0.04 | -0.32
O=C(COC(=O)c1cc(F)c(F)cc1Cl)NC1CC1 | -127 | . | .
CC1=C(C(=O)N2CCN(C(=O)c3ccco3)CC2)C2(CCC(C)CC2)OC1=O (stereo not given) | . | 0.31 | -0.12
CCOC(=O)c1ccc(N=C2NC(=O)CS2)cc1 | 30 | 0.04 | -0.29
CC1CCN(c2nc(-c3ccccc3)cc(C(F)(F)F)n2)CC1 | 33 | -0.49 | -0.18
Cc1ccccc1NC(=O)Cn1nnc(C(=O)NCc2ccco2)c1N | 25 | . | .
CCCCN1CCc2c([nH]c3c(C)cccc23)C1=O | -22 | -1.1 | -0.9
Cc1c(-c2n[nH]c(=S)n2-c2ccc(C(F)(F)F)cc2)nnn1-c1ccccc1 | 18 | 1.2 | 0.97
COCCNC(=O)CCSCc1ccccc1F | 26 | 0.44 | 0.81
CCOc1ccc(N2C(N)=NC(N)=NC2(C)C)cc1 | 0 | 1.5 | 0.14
COc1ccccc1C(=O)CSc1ccccn1 | -24 | . | .
CCOc1ccccc1N(CC(=O)Nc1ccccc1C(=O)O)S(C)(=O)=O | . | -1.2 | -0.02
N#C/C(=C\Nc1ccccc1SC(F)(F)F)c1nc(-c2ccccc2)cs1 | -4 | -0.06 | 0.48
Cc1ccc2c(Cl)c(C(=O)NCC3CCCO3)sc2c1 (stereo not given) | . | -0.78 | -0.6
CNS(=O)(=O)c1cccc(C(=O)OCc2cc(Cl)cc3c2OCOC3)c1 | . | -0.87 | -0.12
COc1ccc(C(c2c(NC(=O)c3ccccc3)sc(C)c2C)N2CCN(CCO)CC2)cc1 (stereo not given) | -24 | 0.18 | -0.07
O=C(/C=C/c1ccc(O)cc1)OCc1occc(=O)c1O[C@@H]1OC(CO)[C@@H](O)[C@H](O)[C@@H]1O (stereo not given in full) | 5 | 0.85 | 0.99
CCn1ncc(NC(=S)Nc2ccc(OC)c(OC)c2)c1C(N)=O | -5 | . | .
CCC(C)NC(=O)Cn1c(=O)n(-c2ccccc2)c(=O)c2ccc(C(=O)NCc3ccco3)cc21 (stereo not given) | 29 | 1.1 | 0.06
O=C1OCCC1Sc1nnc(-c2cccnc2)n1-c1ccccc1F (stereo not given) | 14 | . | .
Clc1ccc(Nc2ncnc3c2cnn3-c2ccccc2)cc1 | . | -2.5 | -1.5
CN(Cc1ccccc1)C(=O)C(C(=O)c1ccc(F)cc1)n1cc(Cl)ccc1=O (stereo not given) | -41 | . | .
CCC(C)NC(=O)CS(=O)(=O)Cc1nc(-c2cccc(OC)c2)oc1C (stereo not given) | . | 0.43 | 0.73
CCOC(=O)C1CCN(C(=S)Nc2cc(C)ccc2C)CC1 | . | 0.92 | -0.38
COCCn1c(-c2ccc(-c3ccc([N+](=O)[O-])cc3Br)o2)nc2c1c(=O)[nH]c(=O)n2CC(C)C | -114 | . | .
O=C(COC(=O)c1cccnc1)Nc1cccc(Cl)c1 | . | 1.7 | 1.7
COC(=O)c1ccc(-c2nc3ccccc3[nH]2)cc1 | 64* | 0.17 | -0.12
C=CCOc1ccc(CNc2nn[nH]n2)cc1 | 15 | 0.3 | -0.64
CC(C)(C)N(Cc1ccccc1)C(=O)CSc1nc2ccccc2c(=O)[nH]1 | i | -1.1 | -0.76
CS(=O)(=O)Nc1ccc(C(=O)NC2CCCCC2)cc1 | 22 | . | .
Cc1cccc(Nc2ncc3c(n2)CC(c2ccco2)CC3=O)c1 (stereo not given) | 30 | -0.56 | 0.52
CN(C)CCNC(=O)c1cccc(NS(=O)(=O)c2ccc(Cl)c(Cl)c2)c1 | -60 | . | .
CC1=C(OC(=O)C(C)(C)C)C(C)(C)C(c2ccccc2)OC1=O (stereo not given) | -5 | -0.26 | -0.14
CCn1nc(CCC(=O)O)c2ccccc2c1=O | 12 | 0.75 | 0.11
Cc1ccccc1NC(=O)c1ccc(F)c(S(=O)(=O)N2CCCCC2)c1 | -86 | . | .
Cc1cc(Br)ccc1SCC(=O)OCC(=O)Nc1ncc(C(F)(F)F)cc1Cl | 37 | 0.48 | 1.1
Cc1sc(NC(=O)c2ccco2)c(C(c2cccnc2)N2CCN(c3ccc(F)cc3)CC2)c1C (stereo not given) | 14 | -2.7 | -1.9
CCc1ccccc1NC(=O)c1ccc(-n2c(C)ccc2C)cc1 | 16 | -0.75 | -0.88
CCN1CCCC1Cn1cnc2c([nH]c3cccc(Cl)c32)c1=O (stereo not given) | 67 | -0.93 | -1.6
COc1c2c(nc3ccccc13)OC(C(C)(O)COC(C)=O)C2 (stereo not given) | -80 | 0.3 | -0.45
CN(C)C(=O)N1CCC(C(=O)NCc2ccc3c(c2)OCO3)CC1 | 3 | 0.09 | -0.27
CCc1nnc(NC(=O)CSc2nnc3c(n2)[nH]c2ccccc23)s1 | -62 | . | .
O=C(CNC(=O)c1ccccc1)OCc1ccc([N+](=O)[O-])cc1 | 7 | -0.23 | -0.31
COc1ccc(NC(=S)N2CCC(C(O)(c3ccccc3)c3ccccc3)CC2)cc1 | 10 | -0.54 | -0.24
COc1cccc(/C(O)=C2\C(=O)C(=O)N(c3ccccn3)C2c2cccc(OC)c2OC)c1 (stereo not given) | 4 | 1.6 | 0.47
Cc1cc(=O)[nH]c2c1c(C)nn2C1CCCCC1 | -21 | 1.1 | 2.1
CCOCCn1c(N2CCN(c3ccc(OC)cc3)CC2)nc2c1c(=O)[nH]c(=O)n2C | . | -0.6 | 0.06
O=[N+]([O-])c1cc(S(=O)(=O)NCCCN2CCOCC2)ccc1Cl | 0 | -0.89 | -0.61
CCC(CC)NCc1ccc(OC)cc1OC | -185 | 0.77 | -0.16
Cc1ccc2c(c1)c1c(n2CC(O)Cn2c(C)nc3ccccc32)C(=O)CCC1 (stereo not given) | . | 0.93 | 0.45
COc1ccc2nc(N3CCCC3)c(C#N)cc2c1 | . | -0.46 | 0.04
Cc1nc2cc(C(=O)NCc3ccc4c(c3)OCO4)ccc2n1-c1ccc(Br)cc1 | -20 | 0.35 | 1.9
CCCOc1ccc2oc(=O)c3c(c2c1)CCCN3C(=O)CN1CCc2ccccc2C1 | -109 | -2.1 | -1.5

Next results
SMILES | INS promoter inh | sdo1 growth | sdo1 growth Rescue 24 h
CCc1nnc(N2C(=O)c3cccc4cccc(c34)C2=O)s1 | -420 | 1.6 | 3.2
CC1CCN(Cc2cnc(Cl)s2)CC1 | -20 | 1.3 | 1.6
COc1cccc(/C=C/C(=O)OCC(=O)NCc2ccco2)c1 | -93 | -0.32 | -0.41
CC(=O)c1cccc(-n2nnnc2SCC(=O)Nc2ccccc2N2CCCCC2)c1 | . | -0.86 | -0.51
CCOC(=O)Nc1cccc(OCC(=O)Nc2ccc(OC)cc2OC)c1 | -44 | -0.31[6.5 µM] | -0.13
CCOCCCN(C(=O)Nc1ccc(CC)cc1)C1CCN(C(C)=O)CC1 | . | -0.01 | -1.3
CCOC(=O)COc1cc([N+](=O)[O-])cc2cccnc12 | 7 | . | .
O=C(CSc1ccc(-c2ccco2)nn1)NC1CCCC1 | -38 | . | .
CCN(CC)C(=O)CN1CCN(c2ccccc2F)CC1 | . | 0.85 | 0.52
O=C(CCc1nnc(-c2ccsc2)o1)N1CCc2c(Cl)cccc2C1 | -60 | . | .
Cc1oc2cc3c(C(=O)N4CCCCC4)c(C)oc3cc2c1C(=O)N1CCCCC1 | . | -0.43 | -0.13
Cc1cc2ccccn2c1C(=O)c1nc(NCc2ccco2)ncc1Cl | 38 | . | .
CCOc1c(Cl)cc(C(=O)Nc2ccccc2-c2ccccc2)cc1Cl | . | -1.1 | -0.5
Cc1nn(C)cc1CNC(=O)CCC(=O)O | . | 1.2 | 1.5
C/C(=N\Nc1ccc([N+](=O)[O-])cc1[N+](=O)[O-])c1ccc(-n2nncc2C(C)(C)C)cc1 | . | 0.01 | 0.88
CCCc1cc(=O)n2[nH]c(NCc3c(F)cccc3Cl)nc2n1 | 49 | 2.5 | 1.6
O=C(CC1(O)C(=O)N(Cc2ccccc2)c2ccccc21)c1ccc2c(c1)OCO2 (stereo not given) | -436 | -0.66 | -0.35
CCOC(=O)C(Cc1ccccc1)NC(=O)Cn1nnc(-c2ccc(SC)cc2)n1 (stereo not given) | 3 | 0.53 | -0.04

INS promoter inh, hit marks shown above.
SMILES | INS promoter inh | sdo1 growth | sdo1 growth Rescue 24 h
COC(=O)c1ccc(-c2nc3ccccc3[nH]2)cc1 | 64* | 0.17 | -0.12

Entries of single compounds as entered above. Screens in order: INS promoter inh | sdo1 growth | sdo1 growth Rescue 24 h
O=C(CCc1nnc(-c2ccsc2)o1)N1CCc2c(Cl)cccc2C1 across the screens: -60 | . | .
CC(=O)c1cccc(-n2nnnc2SCC(=O)Nc2ccccc2N2CCCCC2)c1 across the screens: . | -0.86 | -0.51
CCOC(=O)C(Cc1ccccc1)NC(=O)Cn1nnc(-c2ccc(SC)cc2)n1 (stereo not given) across the screens: 3 | 0.53 | -0.04
CCOc1c(Cl)cc(C(=O)Nc2ccccc2-c2ccccc2)cc1Cl across the screens: . | -1.1 | -0.5
